Source: PubChem BioAssay
PfHsp90 yeast 2: inhibits growth of yeast expressing Plasmodium falciparum Hsp90. inhibition, % at 9.4 µM. 310,000 tested, 0.32% active. S. cerevisiae expressing PfHsp90, BacTiter-Glo ATP, 48 h; yeast lacking PDR1 and PDR3 efflux regulators;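 active = every replicate shows inhibition above about 80%, whatever the replicate mean, limit read from the data; inconclusive = mean inhibition reaches the set limit but some replicate falls short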;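 note: 0% = DMSO neutral controls and 100% = 20 µM radicicol positive controls; yeast relying on Plasmodium falciparum Hsp90 in place of its own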
Wnt act: activates Wnt/beta-catenin signaling in a reporter cell assay | activator, plate reader | activation, % at 9.35 µM | 300,000 tested, 1.2% active | AID 743398; in the data active = activation above about 30%, passing the limit was not always enough; inconclusive = no clear call, values can overlap the other calls;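 note: 0% = neutral control wells and 100% = positive control wells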
PvdQ inh: blocks Pseudomonas aeruginosa PvdQ acylase activity; inhibition, % at 10 µM; 340,000 tested, 0.063% active; purified PvdQ acylase, fluorescence plate reader; in the data active = inhibition above about 30%, passing the limit was not always enough; inconclusive = no clear call, values can overlap the other calls;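 note: 0% = vehicle neutral wells and 100% = reference inhibitor wells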
DAGLB inhibitor: blocks human DAGLB lipase activity. Q8NCG7. HEK293T DAGLB membrane lysate, EnzChek fluorogenic substrate. inhibition, % at 5.17 µM. 340,000 tested, 0.059% active; in the data active = inhibition above about 34%;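 note: 0% = enzyme with vehicle and 100% = wells lacking enzyme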
Target sequence (Q8NCG7 whole entry, looked up): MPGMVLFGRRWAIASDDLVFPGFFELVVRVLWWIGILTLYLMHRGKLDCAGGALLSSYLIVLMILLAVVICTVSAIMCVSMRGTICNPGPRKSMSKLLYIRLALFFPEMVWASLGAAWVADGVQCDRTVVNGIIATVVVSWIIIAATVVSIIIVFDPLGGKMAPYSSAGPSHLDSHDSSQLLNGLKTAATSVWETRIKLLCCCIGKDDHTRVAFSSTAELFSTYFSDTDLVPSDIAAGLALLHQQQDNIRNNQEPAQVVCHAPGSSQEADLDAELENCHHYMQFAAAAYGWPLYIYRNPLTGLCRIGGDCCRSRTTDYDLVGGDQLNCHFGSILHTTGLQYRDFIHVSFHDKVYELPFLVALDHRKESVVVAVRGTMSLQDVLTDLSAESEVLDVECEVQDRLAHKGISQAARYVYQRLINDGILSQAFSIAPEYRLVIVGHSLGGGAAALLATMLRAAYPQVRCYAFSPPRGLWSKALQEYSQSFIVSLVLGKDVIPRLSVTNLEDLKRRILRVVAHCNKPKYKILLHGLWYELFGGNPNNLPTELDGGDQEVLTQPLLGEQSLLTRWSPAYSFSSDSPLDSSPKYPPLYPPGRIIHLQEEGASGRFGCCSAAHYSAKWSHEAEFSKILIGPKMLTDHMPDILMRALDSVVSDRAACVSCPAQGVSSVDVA
phage Ecoli inh: E. coli growth loss with phage present; growth absorbance; inhibition, % at 11.9 µM; 360,000 tested, 0.26% active; AID 651602; in the data active = inhibition above about 11%
AddAB inh: less growth of phage-infected E. coli with AddAB | E. coli expressing H. pylori AddAB, absorbance growth | inhibition, % at 11.9 µM | 330,000 tested, 0.29% active; in the data active = inhibition above about 12%;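 note: 0% = vehicle wells of infected cells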
CAL PDZ inh: human CAL PDZ-peptide interaction inhibition | Q9HD26 | purified CAL PDZ, TMR-peptide fluorescence polarization, 1 h | inhibition, % at 20 µM | 330,000 tested, 0.02% active;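 active = highest replicate inhibition of at least 40%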;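 note: plate controls were DMSO neutral control wells for no effect and unlabeled competitor peptide control wells for full effect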
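Assay system – tagged CAL PDZ protein CerCALP, purified · Timing – 1 h at RT · Compound – single point, 20 µM · Measured by – fluorescence polarization from S- and P-plane intensities, G-factor corrected · Evaluation – inhibition from polarization loss · Probe or stimulus – TMR reporter peptide T*-PRC34 · Buffer or medium – pH 7.4 phosphate-saline buffer, reducing agent, detergent, IgG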
Rtt109 Vps75: inhibitors of Candida albicans Rtt109/Vps75 histone acetyltransferase; AID 540336; inhibition, % at 34.9 µM; purified Rtt109/Vps75, ThioGlo CoA-SH fluorescence, 4 h; 330,000 tested, 0.16% active;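 active = inhibition of at least 50% in every replicate; inconclusive = best replicate reaches 50% inhibition but some replicates fall short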
Target sequence (Q5AAJ8 whole entry, looked up): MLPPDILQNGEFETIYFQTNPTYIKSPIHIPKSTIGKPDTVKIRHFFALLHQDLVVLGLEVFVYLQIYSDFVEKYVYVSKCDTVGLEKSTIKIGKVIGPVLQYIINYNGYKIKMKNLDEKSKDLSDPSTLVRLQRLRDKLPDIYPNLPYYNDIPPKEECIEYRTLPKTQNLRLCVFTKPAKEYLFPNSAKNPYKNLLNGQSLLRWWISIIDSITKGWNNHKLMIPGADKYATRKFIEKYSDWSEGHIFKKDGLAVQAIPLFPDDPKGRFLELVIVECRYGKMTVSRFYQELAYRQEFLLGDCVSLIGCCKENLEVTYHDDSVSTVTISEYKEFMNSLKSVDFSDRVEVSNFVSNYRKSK
E coli growth: bacterial growth inhibition, counter-screen for AddAB inhibitors | E. coli V3065 growth, OD600 absorbance, 18 h | inhibition, % at 11.9 µM | 330,000 tested, 0.27% active | AID 449728;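 active = inhibition above the campaign's mean inhibition across all tested compounds plus 3 SD, cut at about 9.9% in these data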;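 note: uninfected addAB+ strain grown without phage in ampicillin broth; 0% = DMSO wells and 100% = ciprofloxacin 0.95 µg/ml wells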
Tat transport: E. coli Tat transport inhibition; 340,000 tested, 0.036% active; inhibition, % at 10 µM; AID 488895; E. coli MC4100 TorA-mCherry Tat export, fluorescence;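 active = mean replicate inhibition at least 50% and at least half of replicates individually reaching 50%; inconclusive = only one of the two criteria met; inactive = neither criterion met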;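 note: exported cargo escapes ClpAP degradation while cytoplasmic cargo is degraded and loses fluorescence; 0% = median of neutral control wells and 100% = median of NaSCN control wells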
* hit, by the source's call; ? = inconclusive; . = no result given. Rows are unselected (roughly 1.9% active in at least one column).

SMILES	PfHsp90 yeast 2	Wnt act	PvdQ inh	DAGLB inhibitor	phage Ecoli inh	AddAB inh	CAL PDZ inh	Rtt109 Vps75	E coli growth	Tat transport
O=C(OCC(=O)N1CCN(S(=O)(=O)c2ccccc2)CC1)c1ccc([N+](=O)[O-])o1	.	0	-6	-2	2.5	-1.4	-0.3	1	-3.0	-5
Cc1noc(C)c1C(=O)N1CCC(C(=O)c2ccccc2)CC1	-9	2	-16	-2	3.4	0.6	-0.8	-3	0.1	-2
O=C(COC(=O)CCc1nc2ccccc2s1)Nc1nc(-c2ccccc2)cs1	-15	20	6	-6	6.8	-1.7	-3.0	.	-1.5	-10
Cc1cccc(C(=O)OC(C)CN2CCCC2)c1 (stereo not drawn)	-10	0	-7	-2	3.6	0.5	-0.7	1	1.1	4
O=C(CSc1n[nH]c(-c2ccccc2)n1)NCc1cccc(C(=O)O)c1	9	-4	-2	-3	2.8	2.7	-0.6	-19	-3.0	1
Cc1cccc(C)c1NC(=O)CS(=O)CC(=O)NC1CCCc2ccccc21 (stereo not drawn)	.	-7	-7	1	2.0	3.3	.	3	-1.9	-10
CS/C(=C\[N+](=O)[O-])Nc1ccc(Cl)cc1	-29	.	-1	4	3.3	-0.2	-1.5	-1	5.6	-4
COc1cnc(-c2ccccn2)nc1Oc1ccc(C(C)(C)C)cc1	-9	2	6	1	-0.7	-1.1	-0.5	3	-0.9	5
O=C(OCC(=O)N1CCc2ccccc21)c1cccnc1Cl	.	3	-15	-4	.	3.7	-0.3	-8	3.0	-6
COc1ccc(C2N(C(=O)C(F)(F)F)C(C)CN2S(=O)(=O)c2ccc(C)cc2)cc1 (stereo not drawn)	12	0	-16	-6	-4.0	2.7	-1.7	-5	2.2	2
O=C1CCC/C(=N/NC(=O)c2cc(NS(=O)(=O)c3cccs3)cc(NS(=O)(=O)c3cccs3)c2)C1	-38	0	-10	4	1.9	3.0	-1.9	-4	0.3	0
CCOC(=O)C1=C(C)NC(=O)NC1c1ccc(OCCO)c(OC)c1 (stereo not drawn)	-9	.	-6	3	1.5	2.4	-1.0	7	0.1	-3
CC(c1ccccc1)n1c(-c2cccs2)nc2c(c(=O)c3ccccc3n2C)c1=O (stereo not drawn)	.	9	.	.	0.5	1.1	.	.	0.2	.
CCOC(=O)NC(O)C(=O)c1cccs1 (stereo not drawn)	-8	-5	-9	0	3.0	1.0	-3.0	-2	0.8	-2
CCC(=O)Nc1ccc(NC(=O)CSc2nnnn2-c2ccc3c(c2)OCCO3)cc1	2	10	8	1	4.5	2.2	-2.6	.	-0.7	9
CCS(=O)(=O)N1Cc2ccccc2CC1C(=O)OCC(=O)Nc1ccc(SC(F)F)cc1 (stereo not drawn)	.	.	-10	-1	0.4	1.0	-3.1	.	0.2	4
COc1ccccc1S(=O)(=O)Nc1cc(S(=O)(=O)N2CCCCC2)ccc1N1CCOCC1	.	1	7	0	0.1	1.3	-1.0	17	1.4	1
Cc1cc(C)nc(NNS(=O)(=O)c2ccc(F)c(Cl)c2)n1	26	3	-17	-5	1.9	0.5	-0.5	1	-2.7	-4
O=C(NCCCc1ccccc1)c1c(O)nc2sccn2c1=O	15	5	-6	3	0.2	2.3	-1.9	-1	-4.7	-3
CCC(=O)Nc1ccc(-c2ccc(N3CCC(C)CC3)nn2)cc1	-2	.	-14	2	.	2.7	-2.9	-1	2.0	-9
Cc1ccccc1CN(c1ccc(C(=O)NCCC2=CCCCC2)cc1)S(C)(=O)=O	1	.	-2	0	2.0	0.8	0.7	-4	2.7	8
CCCn1c(SCC(=O)NCc2cccs2)nc2c1c(=O)n(C)c(=O)n2C	-1	-3	-1	0	3.1	2.3	-2.7	-5	3.5	-2
COc1ccccc1OCC(=O)O/N=C(\N)c1ccccn1	-27	56*	-10	0	2.9	5.0	0.8	-4	3.1	-3
Cc1ccc(OCCC(=O)OCC(=O)NC(=O)NC2CCCC2)cc1	.	-4	3	-1	3.6	-2.7	-1.6	4	-2.9	-15
COc1ccccc1-c1oc2ccccc2c1-c1ccc2c(c1)OCO2	-31	1	-31	-14	0.6	-0.8	-0.2	-2	1.2	-16
Cc1cc2c(Nc3ccc(C(=O)O)cc3)ncnc2s1	9	0	-1	-3	-1.0	3.8	0.8	.	-1.0	1
CC1(CC(=O)N/N=C/c2ccc(-c3ccc(Cl)cc3)o2)OCCO1	5	4	4	0	3.3	1.6	-1.4	6	-1.6	-3
CN(C)S(=O)(=O)N1CCN(C(=O)c2cccc(Br)c2)CC1	3	.	20	2	2.5	5.4	0.1	8	-0.2	-4
CCOc1ccc(CNCCN2CCCC2)cc1	2	-1	-7	2	-1.4	3.7	0.2	0	-0.5	-9
Cc1cc(-c2ccccc2)nc2c(Br)c(=O)[nH]n12	8	0	-10	3	-0.8	-1.0	-2.3	?	1.2	7

Copied from the list.
CCC(=O)Nc1ccc(-c2ccc(N3CCC(C)CC3)nn2)cc1 | CAL PDZ inh = -2.9
O=C(NCCCc1ccccc1)c1c(O)nc2sccn2c1=O | PfHsp90 yeast 2 = 15

Additional results.
SMILES	PfHsp90 yeast 2	Wnt act	PvdQ inh	DAGLB inhibitor	phage Ecoli inh	AddAB inh	CAL PDZ inh	Rtt109 Vps75	E coli growth	Tat transport
OC(Cc1ccnc2ccccc12)C(Cl)(Cl)Cl (stereo not drawn)	2	-4	-7	-1	2.3	.	-0.4	18	.	4
O=C(CSc1nnc(CNC(=O)c2cccs2)o1)Nc1ccccc1F	7	1	1	-2	-2.2	1.9	-1.1	-3	-3.3	7
COc1cccc(C(=O)SC2=NCCS2)c1	-108	-1	-10	-3	2.5	1.8	-2.1	-6	-0.7	-3
O=C(c1cccs1)C1CCCN(Cc2nc(Cc3ccccc3F)no2)C1 (stereo not drawn)	.	7	-11	-2	3.0	1.8	-3.0	-4	0.9	7
OCCCNc1nc(-c2ccccc2)nc2c1oc1ccccc12	-12	2	3	-3	4.0	1.0	-0.9	3	-0.2	2
O=C(C(=O)N1CCCCC1)c1c(-c2ccccc2)[nH]c2ccccc12	-15	3	5	-2	0.8	-0.2	-1.3	.	-2.4	2
Cc1cc(C)nc(N/C(=N\S(=O)(=O)Cc2ccccc2)Nc2cccc(Cl)c2C)n1	12	-1	-6	-3	4.7	-0.3	-0.7	-2	-0.4	0
Cc1ccc(NC(=O)Cc2csc(-c3ccccc3)n2)cc1F	3	8	-7	-13	1.8	2.3	-0.9	0	1.5	2
CN(C(=O)COC(=O)C1=COCCO1)c1c(N)n(Cc2ccccc2)c(=O)[nH]c1=O	.	0	-9	0	1.6	0.0	1.2	-11	1.4	0
COc1ccc(-c2noc(C3CCCN(C(=O)c4ccccc4)C3)n2)cc1 (stereo not drawn)	-18	0	-13	-4	3.4	-2.2	-1.7	-8	-0.8	1
CC1CN(CC(O)COc2ccccc2C(C)(C)C)CC(C)O1 (stereo not drawn)	-4	-8	-6	-3	5.4	-0.3	-0.5	-1	2.4	3
O=[N+]([O-])c1cccc(/C=C/c2nc[nH]c2[N+](=O)[O-])c1	0	8	1	0	0.9	10	-1.4	20	11*	5
CC(C)(C)[C@@H]1COC(=O)[C@H](Cc2ccc(F)cc2)C/C=C\C[C@@H](CC(=O)N(CCO)Cc2ccccc2)C(=O)N1	-22	3	-14	0	0.6	-0.4	-0.5	-1	-0.2	15
CC(C(=O)O/N=C(\N)c1cccnc1)c1ccc([N+](=O)[O-])cc1 (stereo not drawn)	7	6	-19	-1	4.4	1.2	-2.8	9	-0.9	-4
CCOC(=O)c1nnsc1N	3	0	-11	-5	4.0	1.4	-1.2	-1	1.2	-3
COc1ccccc1CC(NC(C)=O)C(=O)NC1CCN(C(=O)Nc2ccc(F)cc2)CC1 (stereo not drawn)	-30	-2	-19	-2	-4.2	1.2	-0.6	2	4.7	-8
CN(CC(=O)Nc1ccc(F)c(F)c1F)c1ncnc2sccc12	0	-3	-16	-3	4.8	2.0	-0.3	4	0.0	6
c1ccc(CCNC2=NCCS2)cc1	4	-3	-26	-1	1.3	2.4	-2.4	5	1.1	0
O=C(NCCCn1ccnc1)c1nc(Cn2ccc([N+](=O)[O-])n2)no1	-14	0	4	-1	-0.7	2.5	-3.4	1	-0.3	-1
COc1ccc(S(=O)(=O)Nc2cccc(SC)c2)cc1C(=O)N1CCOCC1	-8	-2	-18	0	0.3	0.4	-1.6	-3	-1.3	-2
Cc1[nH]c2ccccc2c1/C=C/c1nc2ccccc2c(=O)n1-c1ccc([N+](=O)[O-])cc1	-9	0	-26	0	1.9	1.9	-2.6	9	-1.9	-4
Cc1ccc(C(CC(=O)O)NC(=O)c2ccc(S(=O)(=O)N3CCCC3)cc2)cc1 (stereo not drawn)	.	0	-14	1	-3.3	.	-2.9	-12	.	1
CCc1cccc(CC)c1NC(=O)CSc1nnc(C(C)C)n1CC	18	.	-10	0	-0.9	0.8	.	0	1.6	-11
COc1cccc(N2CC(C(=O)Nc3nnc(SCCN4CCOCC4)s3)CC2=O)c1 (stereo not drawn)	4	-1	-9	1	3.6	2.0	-2.1	-4	0.7	9
Cc1ccc(-c2nc3cc(NC(=O)C(C)C)ccc3o2)cc1C	9	.	1	2	2.7	-0.7	0.0	-21	-1.7	-2
CCOc1ccc2nc3c(cc2c1)CN(CCOC)C(=NCCOC)S3	-23	1	-4	-1	0.4	1.5	-4.1	-13	-0.5	-1
O=C(Nc1ccccc1)OCCNC(=O)c1cccc(Cl)c1	0	.	8	-5	3.1	0.8	0.0	3	-0.2	0
CCCCOC(=O)c1ccc(NC(=S)NC(=O)c2c(Cl)cnn2CC)cc1	8	-3	2	-6	0.8	2.7	-1.7	28	-0.8	3
Nc1nc2ccc([N+](=O)[O-])cc2[nH]1	-20	-3	-3	2	5.3	4.0	0.2	0	4.0	4
CCC(C)C(=O)Nc1nc2c(s1)C(=O)CC(C)(C)C2 (stereo not drawn)	-8	2	-12	1	1.0	-3.1	-0.3	-8	-1.4	3
CCc1ccc(NC(=O)CN(c2cccc(C)c2)S(C)(=O)=O)cc1	-13	-3	-2	0	-0.4	2.5	-2.2	-7	-1.3	-7
O=C(NCc1cccs1)c1nc(-c2cccs2)no1	-38	5	1	-2	5.5	2.3	-2.4	-7	-2.9	3
CC(C)(C)c1ccc(S(=O)(=O)Nc2ccc(Cc3ccncc3)cc2)cc1	-3	.	-2	0	0.9	1.6	0.2	1	1.3	8
O=C(c1cccc(N2CCCC2=O)c1)N1CCN(c2ccccc2)CC1	26	.	-14	1	-0.1	3.9	-0.4	-5	0.0	-3
CC1CCN(C(=O)COC(=O)c2cc([N+](=O)[O-])ccc2N2CCOCC2)CC1	8	-1	10	-3	3.2	2.9	-1.0	.	-0.9	-4
Cc1ccc(CCNC(=O)CCS(=O)(=O)c2cc3c(cc2C)NC(=O)CO3)cc1	4	-1	-12	4	1.1	-3.7	0.0	-6	-4.9	?
O=C(Nc1ncc2c(n1)CC(c1ccco1)CC2=O)c1ccccc1 (stereo not drawn)	-21	16	-10	-2	1.7	3.1	-0.9	1	2.7	-8
